Screening results: PubChem BioAssay, several laboratories
Thrombin inh – blocks human thrombin protease activity; AID 1046; alpha-thrombin, Boc-VPR-AMC fluorogenic substrate cleavage; inhibition, % at 5 µM; hit rate 0.26% among 220,000; P00734;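 active means inhibition at or above 40%; inactive means inhibition below 40%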;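 further: 0% = enzyme with no compound and 100% = wells without enzyme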
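Test system: human alpha-thrombin protein / Dosing: one concentration per compound, 5 µM, with 0.2% DMSO / Medium: pH 7.5 Tris-saline with Tween 20 / Benchmarks: no-compound enzyme wells and no-enzyme blanks / Read-out basis: percent inhibition of thrombin substrate cleavage / Timing: reaction at room temperature / Measured by: fluorescence, ex 355 nm, em 460 nm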
Cl transport mod – modulators of human KCC2 chloride dependent transport; Q9H2X9; KCC2 cells, thallium flux FluoZin-2 fluorescence; hit rate 2.2% among 190,000; B-score of Tl+ flux slope (higher = more flux/activation; lower = inhibition) at 10 µM;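 active means thallium flux slope and its plate-corrected score both differing from the plate sample mean at a set confidence after two filtering rounds, in either direction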;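 further: slope of fluorescence scaled to starting intensity during 10 to 20 s after thallium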
L929 necroptosis – blocks zVAD induced death of L929 cells. hit rate 0.38% among 220,000. L929 zVAD necroptosis rescue, ATP luminescence, 24 h; with zVAD 60 µM. AID 1377. viability rescue, % at 10 µM;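 active means activation, scaled between plate controls, above about 75%, limit read from the data; inactive means activation under that limit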;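 further: 0% = zVAD with DMSO and 100% = DMSO alone without zVAD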
Rad51 HR inh – Rad51 (human) homologous recombination inhibition | Q06609 | hRad51 DNA strand exchange, fluorescence dequenching | inhibition, % at 10 µM | hit rate 0.085% among 200,000;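 active means inhibition above 40% at the single screening dose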;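 further: 0% = DMSO control wells and 100% = blanks with heterologous ssDNA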
Target sequence (Q06609 whole entry, looked up): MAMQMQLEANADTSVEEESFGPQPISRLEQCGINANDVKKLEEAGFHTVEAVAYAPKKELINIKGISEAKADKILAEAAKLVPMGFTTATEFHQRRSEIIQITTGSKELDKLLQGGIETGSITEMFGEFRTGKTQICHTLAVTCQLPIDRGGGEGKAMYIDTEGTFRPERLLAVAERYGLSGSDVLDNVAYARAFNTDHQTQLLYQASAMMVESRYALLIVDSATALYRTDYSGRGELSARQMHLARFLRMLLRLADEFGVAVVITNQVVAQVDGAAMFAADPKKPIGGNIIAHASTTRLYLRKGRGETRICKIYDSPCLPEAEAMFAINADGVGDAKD
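material = hRad51 filaments on single-stranded DNA | timing = filaments 15 min 37 °C, then compound 30 min | signal = FRET fluorescence dequenching, excitation 485 nm, emission 520 nm | benchmarks = control wells and blank wells on each plate | evaluation = percent inhibition relative to plate controls and blanks | compound = 10 µM final, single point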
FXIIa inh – factor XIIa (human) inhibition; P00748; purified FXIIa, Boc-QGR-AMC fluorogenic substrate, 2 h; inhibition, % at 5 µM; hit rate 0.3% among 220,000; in the data active means inhibition above about 40%;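 further: 0% = enzyme with no compound and 100% = blank without enzyme; many of its hits are not listed in these tables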
TNF death inh – TNF-alpha cell death inhibition in Jurkat FADD-/- cells; hit rate 0.068% among 220,000; AID 463075; activation (protection from cell death), % at 10 µM; Jurkat FADD-/- TNF necroptosis rescue, ATP luminescence, 24 h; 0 = TNF only, 100 = no-TNF cells;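 active means activation, meaning protection from cell death, of at least 50% relative to plate controls; inactive means activation below 50%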;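 further: necroptosis triggered by 40 ng/mL TNF-alpha added together with compound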
KLK5 inh – blocks human kallikrein 5 protease activity; recombinant hK5, fluorogenic AMC substrate cleavage; AID 873; hit rate 0.59% among 210,000; Q9Y337; inhibition, % at 5 µM;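 active means inhibition of 40% or more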;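 further: 0% = enzyme controls without compound and 100% = no-enzyme blanks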
Target sequence (Q9Y337 67-293 limits assumed): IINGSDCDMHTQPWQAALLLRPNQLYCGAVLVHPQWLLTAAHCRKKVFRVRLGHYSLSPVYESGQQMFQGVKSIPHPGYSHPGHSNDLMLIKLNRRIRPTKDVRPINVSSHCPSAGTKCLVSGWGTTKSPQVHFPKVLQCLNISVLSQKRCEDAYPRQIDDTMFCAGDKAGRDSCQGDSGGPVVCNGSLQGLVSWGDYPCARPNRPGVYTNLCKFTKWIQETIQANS
Hck Nef HTS – human Hck-Nef kinase inhibition; P08631; Recombinant Hck-YEEI plus Nef, Z-Lyte FRET kinase assay; inhibition, % at 20 µM; hit rate 0.68% among 220,000;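 active means Hck-Nef kinase inhibition above about 50%, limit read from the data; inactive means inhibition below that limit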;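 further: 0% = DMSO with Hck plus Nef and 100% = Hck alone without Nef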
FXIa inh 1536 – blocks human coagulation factor XIa protease activity; P03951; purified FXIa, Boc-Glu-Ala-Arg-AMC fluorogenic substrate; inhibition, % at 5 µM; hit rate 0.14% among 220,000; AID 798;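 active means inhibition of at least 40%; inactive means inhibition below 40%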;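 further: fluorescence of freed AMC excited at 355 nm; 0% = enzyme without compound and 100% = no enzyme blank; many of its hits are not listed in these tables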
* marks the source's active call; other numbers are inactive results; . = no result given.

smiles	Thrombin inh	FXIIa inh	Hck Nef HTS	TNF death inh	FXIa inh 1536	Rad51 HR inh	KLK5 inh	L929 necroptosis	Cl transport mod
Cc1ccc(C(=O)Nc2c(-c3cccs3)c(=O)c3ccccc3n2C)cc1	-3.6	-1.2	-3.8	-3.7	-1.9	0.5	-6.4	-0.1	0.45
Cc1ccc(Cl)cc1N1CCN(C(=O)C2CCN(S(=O)(=O)c3cccnc3)CC2)CC1	-1.4	9.2	-1.0	-5.1	-2.8	4.1	-9.3	-0.3	.
Cc1ccc(/C(N)=N/OC(=O)CCC2CCCC2)cc1	1.6	0.6	-6.4	-0.1	-3.8	13.6	-16.8	0.6	2
O=S(=O)(Nc1ccc(N2CCOCC2)cc1)c1ccc(Cl)s1	1.0	6.4	0.0	1.4	-13.4	-5.0	5.8	-0.3	0.0551
COCc1[nH]nc2c1C(c1ccsc1)C(C#N)=C(N)O2 (stereo not drawn)	-4.0	1.6	1.7	-3.0	-2.8	-2.3	0.1	7.0	-1.3
CC1c2c([nH]c3ccccc23)CCC1C(=O)O (stereo not drawn)	-2.1	7.9	0.4	1.2	0.2	-2.4	-17.4	1.0	-0.508
Cn1nnnc1SCC(=O)NC(C)(C)C	5.1	8.5	1.4	1.7	5.6	-1.7	-9.8	0.6	.
CCC1(CC)NC(=O)N(CC(=O)OCC(=O)Nc2sccc2C#N)C1=O	3.5	9.3	5.4	-0.5	1.1	.	17.4	-0.3	-0.379
CCCCCN1C/C=C\C(c2ccc(OC)cc2)N(Cc2ccc(F)cc2)C(=O)C1 (stereo not drawn)	5.2	10.1	26.7	-0.2	2.4	3.9	4.5	-0.2	-2.52*
Cc1ccc(CCNC(=O)CCSCc2ccc(Cl)cc2)cc1	0.9	10.5	2.9	0.6	3.2	-6.0	-2.3	0.1	1.25
O=C(/C=C/c1ccccc1)N1CCN(CC(O)COc2ccccc2)CC1 (stereo not drawn)	-7.1	7.7	-0.1	-1.2	1.7	1.0	-17.9	0.1	-0.992
O=C1c2oc3ccccc3c(=O)c2C(c2cccc(O)c2)N1CCCN1CCOCC1 (stereo not drawn)	-3.1	7.9	0.4	-0.2	1.2	-0.5	-32.8	0.3	.
CS(=O)(=O)N(Cc1ccccc1)c1ccc(C(=O)NN=C2CCCCCC2)cc1	5.0	11.5	2.6	1.8	4.2	.	2.9	0.0	0.974
COc1cc2c(cc1NC(=O)Cc1ccc(C)cc1)oc1ccccc12	1.7	12.2	2.2	1.7	4.6	.	-7.8	.	1.66
COc1ccc2cc(/C=N/NC(=O)CSCc3ccc([N+](=O)[O-])cc3)c(Cl)nc2c1	-3.7	4.6	3.0	-1.4	-15.8	2.4	-7.2	1.4	.
CC1CCc2c(nc3ncnn3c2NCCN(C)C)C1 (stereo not drawn)	5.0	3.3	13.9	0.0	-2.8	0.6	-7.1	1.7	1.1
COC(=O)CSc1snnc1-c1ccc(Cl)cc1Cl	-0.3	14.7	-15.2	-0.9	0.6	5.5	-11.8	-0.8	-0.889
Cn1c(-c2cnn(-c3ccccc3)c2N)n[nH]c1=S	2.0	6.5	28.1	-0.6	-4.8	24.8	-3.2	21.2	.
COC(=O)c1nnn(-c2nonc2N)c1CSc1nnc(C)s1	-11.5	6.6	23.2	0.2	-3.3	1.3	-0.7	5.1	1.86
COc1ccc(/C=C\c2nc(=O)c3ccccc3o2)cc1	4.4	6.3	13.3	-8.3	-2.8	20.7	2.2	2.9	-0.83
O=C(CCC1CCCN(C(=O)c2ccc3c(c2)OCO3)C1)NCc1ccc(F)c(F)c1 (stereo not drawn)	-14.8	2.9	16.1	0.3	-2.4	2.0	-1.3	-0.2	.
COC(=O)C1=C(C)N(CCc2c[nH]c3ccccc23)C(=O)C1	1.1	8.7	6.0	-1.0	-3.4	30.4	-9.6	0.9	-0.224
Cn1c(=O)[nH]c(=O)c2c1nc(Br)n2CC(O)COc1ccc(Cl)cc1 (stereo not drawn)	-0.8	0.1	11.5	-3.0	-7.3	5.9	2.1	-0.8	-0.086
CCCc1nc2ccccc2[nH]1	5.4	20.4	-2.5	1.1	5.1	4.5	20.8	0.1	0.000832
CCCOc1ccc(C(=O)Nc2ccc(N(C)C)cc2)cc1	2.2	16.8	-2.7	-5.9	3.1	3.3	-2.4	0.3	-0.241
CCCCOC(=O)Cn1c(=N)n(CCC)c2ccccc21	-4.6	-0.4	0.9	-2.0	-8.8	2.2	2.4	-0.3	0.697
O=C1COc2ccc(C(=O)COC(=O)Cc3ccc(Cl)cc3)cc2N1	-8.3	.	-20.0	0.9	-4.5	-0.5	-2.7	0.7	-0.0196
C=CCOC(=O)/C(=C/c1ccco1)NC(=O)/C=C/c1ccccc1	4.2	34.6	9.4	0.2	19.6	-0.8	-5.9	-0.3	1.01
CN1CCN(CC(=O)NN(Cc2ccccc2)c2ccccc2)CC1	-8.6	0.4	7.1	4.8	-4.2	18.1	-2.3	0.3	0.0211
COC(=O)c1c(NC(=O)CN2CCCc3ccccc32)sc(C)c1C	-8.8	7.1	6.0	2.7	7.1	2.1	-14.5	1.9	0.863
COc1ccc(C(C(=O)NC2CCCCC2)N(Cc2ccco2)C(=O)CNC(=O)c2ccco2)cc1 (stereo not drawn)	4.4	17.6	1.0	-2.8	8.5	6.2	1.9	-0.3	1.11
COc1ccc(CC(=O)NNC(=O)c2cccs2)cc1OC	-5.1	4.2	18.0	0.7	-2.3	-1.1	-0.6	4.6	0.337
CCCS(=O)(=O)N1CCCC(C(=O)NCc2ccc3c(c2)OCO3)C1 (stereo not drawn)	-5.7	-11.7	-0.7	-3.3	-14.4	0.5	-14.0	-0.3	0.126
CC1CCc2sc(C(=O)OCC(=O)NCc3ccccc3)cc2C1 (stereo not drawn)	-11.3	8.7	-0.5	0.2	3.0	1.3	-5.4	0.9	-0.01
COc1ccc(CC2(C)OC(c3ccccc3)=NN2C(C)=O)cc1 (stereo not drawn)	1.4	8.9	2.7	0.9	6.7	0.7	-14.2	0.2	-1.06
Cc1csc(NC(=O)c2cc([N+](=O)[O-])cc([N+](=O)[O-])c2)n1	-6.3	7.4	5.2	-0.1	2.5	.	-7.0	-0.3	0.322
CCc1ccccc1N(CC)C(=O)c1cn(CC)c(=O)c2cc(OC)c(OC)cc12	-4.7	10.5	0.3	-0.5	3.1	6.0	-7.8	-0.4	-0.248
O=C1N/C(=C\c2ccsc2)C(=O)N1Cc1ccc(F)cc1	-2.9	3.3	5.1	3.8	-2.4	-1.9	-12.0	-0.5	0.655
COc1ccc(/C=C(\NC(=O)c2ccccc2)C(=O)N/N=C/c2cccnc2)cc1	-1.3	1.8	4.4	0.6	-3.0	-9.2	-6.5	0.8	-0.043
Cn1c(-c2ccccc2)c(C(=O)CC#N)c2ccccc21	-6.2	3.5	1.2	-1.7	10.1	-6.7	-2.1	0.0	-0.096
COCc1cc(=O)[nH]c2cc(NC(=O)C3CC3)c(C)cc12	1.4	-1.3	1.4	-2.3	-10.7	-1.6	-30.1	0.0	.
Cc1cc(-c2cccc([N+](=O)[O-])c2)nc2ccccc12	-1.2	3.7	0.3	-0.1	13.3	4.5	-7.9	1.1	-0.00285
CC1CCc2cc(F)cc3c(O)c(C(=O)NCc4ccco4)c(=O)n1c23 (stereo not drawn)	-2.6	11.5	-1.6	0.3	-1.4	.	-9.3	0.3	1.3
O=C(NCc1n[nH]c(=S)n1-c1cccc(Cl)c1)c1ccc(S(=O)(=O)N2CCCC2)cc1	-1.1	5.8	0.0	-0.2	0.2	4.3	-5.7	-0.2	0.825
CN(C)CCCNCCNC(=O)/C=N\O	12.0	24.7	-0.8	-2.4	25.3	-1.6	14.9	0.0	-0.461
C/C=C(/C)C(=O)Nc1cccc(C2=NOC3(C2)C[C@@H](C(N)=O)N(C(=O)/C=C/CC)C3)c1 (stereo partly drawn)	0.3	8.0	28.4	3.0	2.7	-1.8	2.6	-0.5	0.591
CC(C)CNS(=O)(=O)c1ccc(S(=O)(=O)N2CCCN(Cc3ccccc3)C2)cc1	-0.8	14.2	2.2	-3.4	1.7	-5.8	-4.5	0.2	-0.0195
COCCN(C(=O)c1ccco1)c1nnc(-c2ccc(OC)cc2)s1	0.8	10.8	1.0	0.4	2.2	-11.8	-4.0	0.0	-0.0395
CSc1nc(C)c(CCOCc2ccc(F)cc2)c(=O)[nH]1	-8.2	6.8	19.6	2.4	-2.4	-3.5	0.1	0.0	0.462
CCN1CCN(S(=O)(=O)c2ccc(S(=O)(=O)N(CC)Cc3ccccc3)cc2)CC1	-8.2	1.1	-0.6	-0.7	3.6	-0.1	5.7	0.2	-0.33
COc1ccc(CCCc2nnc(SCC(=O)Nc3nc(C)cs3)n2C)cc1	-4.1	8.6	-0.3	-0.4	-4.1	6.0	-2.4	-0.3	0.522
Cc1ccc(S(=O)(=O)Nc2cc(=O)[nH]c(SCC(=O)Nc3ccccc3Cl)n2)cc1	-4.2	1.1	19.7	0.1	-5.2	.	-4.3	0.1	0.707
CCO[C@H]1OC(C(=O)O)=C[C@@H](c2ccc3c(c2)OCO3)[C@@H]1CCCO	-2.6	6.5	-9.5	-0.4	-1.8	7.1	0.3	-0.8	-0.16
O=C(NCC(O)COc1ccc([N+](=O)[O-])cc1)c1ccccc1 (stereo not drawn)	3.7	5.5	18.0	1.3	3.2	-0.7	4.3	-0.7	-0.0966
CC(C)CCn1nc(C(=O)OC(C)C(=O)NC(N)=O)c2ccccc2c1=O (stereo not drawn)	3.3	13.2	0.4	-4.3	6.2	0.6	-8.8	-0.3	0.137

Sorted by heavy-atom count (rising): some entries from above
smiles	Thrombin inh	FXIIa inh	Hck Nef HTS	TNF death inh	FXIa inh 1536	Rad51 HR inh	KLK5 inh	L929 necroptosis	Cl transport mod
O=S(=O)(Nc1ccc(N2CCOCC2)cc1)c1ccc(Cl)s1	1.0	6.4	0.0	1.4	-13.4	-5.0	5.8	-0.3	0.0551
COc1ccc(CC2(C)OC(c3ccccc3)=NN2C(C)=O)cc1 (stereo not drawn)	1.4	8.9	2.7	0.9	6.7	0.7	-14.2	0.2	-1.06
COC(=O)c1c(NC(=O)CN2CCCc3ccccc32)sc(C)c1C	-8.8	7.1	6.0	2.7	7.1	2.1	-14.5	1.9	0.863
CS(=O)(=O)N(Cc1ccccc1)c1ccc(C(=O)NN=C2CCCCCC2)cc1	5.0	11.5	2.6	1.8	4.2	.	2.9	0.0	0.974
CC(C)CNS(=O)(=O)c1ccc(S(=O)(=O)N2CCCN(Cc3ccccc3)C2)cc1	-0.8	14.2	2.2	-3.4	1.7	-5.8	-4.5	0.2	-0.0195
O=C(NCc1n[nH]c(=S)n1-c1cccc(Cl)c1)c1ccc(S(=O)(=O)N2CCCC2)cc1	-1.1	5.8	0.0	-0.2	0.2	4.3	-5.7	-0.2	0.825

An excerpt, so the mix of outcomes need not match the whole.
